Assay outcomes: PubChem BioAssay, several laboratories
NPR1 activator: GC-A stimulated cGMP production enhancers – HEK293 GC-A cells, cGMP TR-FRET, EC30 ANP, primary screen. activation, % at 10 µM. 0% at EC30 ANP, 100% saturating ANP. Atrial natriuretic peptide receptor 1 (Homo sapiens), P16066. AID 1671463, 2021. actives 0.14% (n = 370,000); in the data active = activation above about 40%
SMARCA2 act: SMARCA2 (BRM) function activators, primary screen, cell-based, luminescence, high throughput. actives 1% (n = 370,000). MG213 cells, MMTV-luciferase reporter, dexamethasone, overnight. AID 652017, 2013. activation, % at 9.1 µM; in the data active = activation above about 7.8%;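 note: 0% = vehicle wells and 100% = reference activator wells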
ASAP1 GAP inh: inhibitors of human ASAP1 ArfGAP activity, primary screen, biochemical, fluorescence polarization | Arf-GAP with SH3 domain, ANK repeat and PH domain-containing protein 1 (Homo sapiens), … | ASAP1-stimulated ARF1 GTP hydrolysis, GDP FP detection | inhibition, % at 16.5 µM | actives 0.19% (n = 360,000); in the data active = inhibition above about 25%;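 note: 0% = vehicle with enzyme and substrate and 100% = no enzyme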
ABHD4 inh: ABHD4 inhibitors, primary screen, biochemical, fluorescence polarization, mouse. (Lyso)-N-acylphosphatidylethanolamine lipase (Mus musculus), Q8VD66. purified mABHD4, FP-Rh probe fluorescence polarization. inhibition, % at 8.92 µM. actives 0.54% (n = 370,000). AID 720543, 2013;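 active = inhibition exceeding the mean over every tested compound plus 3 SD, cut at about 30% in these data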;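 note: 0% = plate median of compound wells and 100% = S159A mutant with DMSO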
Target sequence (Q8VD66 whole entry, looked up): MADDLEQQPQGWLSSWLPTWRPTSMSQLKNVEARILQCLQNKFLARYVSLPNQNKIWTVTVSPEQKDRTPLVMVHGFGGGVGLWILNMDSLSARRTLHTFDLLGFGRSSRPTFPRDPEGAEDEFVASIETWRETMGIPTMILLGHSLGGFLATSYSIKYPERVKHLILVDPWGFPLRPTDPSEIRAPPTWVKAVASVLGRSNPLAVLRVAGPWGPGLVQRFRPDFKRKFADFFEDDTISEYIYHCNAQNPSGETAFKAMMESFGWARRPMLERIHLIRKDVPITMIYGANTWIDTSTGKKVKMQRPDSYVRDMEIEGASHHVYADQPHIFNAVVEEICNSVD
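Test system: mouse ABHD4 enzyme, wild type. Reagent: FP-Rh fluorescent activity-based probe, added after compound pre-incubation. Timing: pre-incubation 45 min, probe exposure 60 min, at 25 °C. Technique: FP readout, ex 525 nm / em 598 nm. Benchmarks: high control S159A mutant with DMSO, low control median of compound wells.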
PG9 binder: binders of HIV-1 gp120 antibody PG9, primary screen, biochemical, TR-FRET; inhibition, % at 6.7 µM; TR-FRET gp120-PG9 antibody binding; actives 0.43% (n = 360,000); AID 624416, 2012; in the data active = inhibition above about 8.5%
HTRA1 inh: HTRA1 serine protease inhibitors, primary screen, biochemical, fluorescence polarization, HTS | AID 504803, 2011 | Q92743 | inhibition, % at 5.96 µM | recombinant HTRA1, FP-rhodamine activity-based probe | actives 0.5% (n = 340,000); in the data active = inhibition above about 36%;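 note: 0% = enzyme with DMSO and 100% = wells lacking enzyme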
rCAG RNA binder: binders of r(CAG) RNA repeats, primary screen, biochemical, fluorescence; r(CAG) RNA repeat, TO-PRO-1 dye displacement fluorescence; inhibition, % at 3 µM; actives 1.3% (n = 370,000); AID 651821, 2012;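 active = inhibition above the plate cutoff, the mean of all test compounds on that plate plus 3 SD, cut at about 35% in these data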;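 note: 0% = DMSO alone and 100% = 100 µM mitoxantrone as full dye displacement; higher means more dye released from RNA so lower well fluorescence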
ARFGAP1 inh: inhibitors of rat ARFGAP1 GAP activity, primary screen, biochemical, fluorescence polarization, GDP tracer | Arfgap1-stimulated ARF1 GTP hydrolysis, GDP FP detection | inhibition, % at 16.5 µM | actives 0.26% (n = 360,000) | AID 651572, 2012;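 active = inhibition above a per-plate limit, mean inhibition of low control wells plus 3 SD, cut at about 25% in these data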;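 note: 0% = DMSO wells with enzyme and 100% = wells lacking Arfgap1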
Target sequence (Q62848 1-136 limits assumed): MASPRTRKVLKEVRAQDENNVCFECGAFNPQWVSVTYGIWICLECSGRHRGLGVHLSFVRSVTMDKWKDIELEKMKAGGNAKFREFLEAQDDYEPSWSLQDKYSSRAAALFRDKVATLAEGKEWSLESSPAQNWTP
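Assay system: Rat Arfgap1 GAP domain (His6, aa 1-136), purified enzyme | Buffer or medium: HEPES 25 mM pH 7.5, NaCl 150 mM, MgCl2, DTT | Schedule: GTP hydrolysis reaction 2 h at 25 °C | Signal: FP of antibody-bound GDP Alexa 633 tracer, ex 620/em 688 nm | Measure: Percent inhibition of Arfgap1-stimulated GTP hydrolysis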
GC-B act: human GC-B receptor activators, primary screen, HEK293 GC-B cells, cGMP TR-FRET, EC30 CNP; Atrial natriuretic peptide receptor 2 (Homo sapiens), P20594; 0% at EC30 CNP, 100% saturating CNP; activation, % at 10 µM; actives 0.11% (n = 370,000);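 active = activation at 10 µM reaching about 35% in either raw or pattern-adjusted values, limit read from the data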
Rev-erbA mod: modulators of Rev-erb alpha DNA binding, primary screen, biochemical, FITC-DNA, fluorescence polarization, uHTS. AID 1259318, 2017. Rev-erbα–FITC-DNA binding, 90 min. Nuclear receptor subfamily 1 group D member 1 (Homo sapiens), P20393. activity, % at 10 µM. actives 0.79% (n = 370,000);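 active = activity above about 14%, limit read from the data; passing the limit was not always enough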;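 note: 0% = DMSO wells with 35 nM protein and 100% = DMSO wells with 750 nM protein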
Target sequence (P20393 whole entry, looked up): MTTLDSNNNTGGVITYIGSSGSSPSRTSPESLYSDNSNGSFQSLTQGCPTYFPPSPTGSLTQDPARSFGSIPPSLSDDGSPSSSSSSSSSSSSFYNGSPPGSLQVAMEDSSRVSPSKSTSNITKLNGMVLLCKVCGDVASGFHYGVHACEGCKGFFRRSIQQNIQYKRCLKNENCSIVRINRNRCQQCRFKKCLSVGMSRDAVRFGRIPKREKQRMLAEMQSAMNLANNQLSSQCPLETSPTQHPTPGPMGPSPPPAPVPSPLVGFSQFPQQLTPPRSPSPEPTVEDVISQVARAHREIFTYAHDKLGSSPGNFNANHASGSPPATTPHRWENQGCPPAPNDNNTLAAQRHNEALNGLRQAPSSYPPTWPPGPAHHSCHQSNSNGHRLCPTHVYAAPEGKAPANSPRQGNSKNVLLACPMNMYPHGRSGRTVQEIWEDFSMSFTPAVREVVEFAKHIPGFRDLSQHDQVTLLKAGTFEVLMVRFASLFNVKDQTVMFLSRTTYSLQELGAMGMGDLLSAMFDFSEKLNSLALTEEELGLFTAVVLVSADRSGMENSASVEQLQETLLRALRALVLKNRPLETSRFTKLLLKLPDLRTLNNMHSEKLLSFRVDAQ
* = called active by the depositor; x = no result given.

SMILES | NPR1 activator | SMARCA2 act | ASAP1 GAP inh | ABHD4 inh | PG9 binder | HTRA1 inh | rCAG RNA binder | ARFGAP1 inh | GC-B act | Rev-erbA mod
O=C(CCN1C(=O)C2CCCCC2C1=O)Nc1ccc(OC(F)F)cc1 (centres undefined) | 5 | -2 | -5 | -1 | 1.3 | -1 | -3 | -4 | -1 | -10
Cc1nn(C)cc1-c1csc(N)n1 | 1 | 0 | -3 | -6 | 0.3 | 10 | 1 | -5 | -2 | -2
Cc1cccc(C(=O)Oc2cc(C)[nH]c(=O)c2[N+](=O)[O-])c1 | -4 | 0 | -9 | -12 | 0.5 | 6 | 0 | 12 | 2 | -2
Cc1ccc(/C=N/Nc2cc(C)nc(NCc3ccccc3)n2)cc1 | -10 | 2 | 8 | 34* | -0.5 | -23 | 5 | 1 | -9 | 2
COc1ccc(C(=O)/C=C/c2ccc(O)cc2)c2c1CC(O)C(C)(C)O2 (centres undefined) | 0 | -1 | 4 | -6 | -0.5 | -13 | -2 | -9 | -3 | -5
CCSc1ccccc1C(=O)NCCc1ccccc1 | -2 | 3 | 7 | 0 | 0.9 | -4 | -4 | -7 | -2 | 9
O=C1OC(c2ccccc2)=C/C1=C\N1CCOCC1 | 0 | -3 | -6 | 5 | -2.6 | 14 | 12 | 19 | 3 | 2
O=C(NC1CCCN(Cc2ccccc2F)C1)c1cccc(N2CCCC2=O)c1 (centres undefined) | -2 | 0 | -4 | 8 | -2.4 | -1 | -8 | 2 | 4 | -2
CC(=O)c1cc2c(=O)c3cc(C)ccc3oc2nc1C | 9 | 3 | 5 | -3 | -2.5 | 4 | 0 | -15 | -12 | 2
COC(=O)c1sc(S(=O)(=O)NC(C)C(=O)O)c(C(=O)OC)c1C (centres undefined) | -4 | -2 | -7 | 0 | -1.9 | 1 | 0 | -10 | -2 | 1
CCOC(=O)Cn1c(=O)c(C#N)cn(C(C)C)c1=O | 2 | 2 | -6 | 6 | -2.3 | x | 3 | -7 | 4 | -1
O=C(CCc1nnc(CCCc2ccccc2)o1)NCCN1CCOC1=O | 2 | -3 | 1 | 1 | -2.4 | -1 | -3 | 7 | 5 | 1
NC(=O)NCc1cccc(Cl)c1 | 0 | -1 | 1 | 4 | -1.3 | 3 | -2 | 1 | 8 | -2
Cc1cc(-c2nn(-c3ccccc3F)cc2CN2CCC(C(N)=O)CC2)c(C)s1 | 0 | 3 | -4 | 10 | 0.3 | -8 | -7 | 9 | 5 | 4
O=C(CS(=O)(=O)Cc1ccccc1)Nc1nc2ccccc2s1 | 1 | -2 | 7 | -2 | 0.4 | 7 | 9 | 0 | -6 | 1
O=C(O)c1cc(S(=O)(=O)N2CCCCC2)ccc1F | 1 | 0 | -2 | -1 | 3.3 | 4 | 1 | -4 | 6 | -3
O=C(O)c1ccc(CSc2nc(-c3ccc(Cl)cc3)cc(C(F)(F)F)n2)cc1 | 0 | -3 | -11 | 1 | -1.7 | -12 | 2 | -12 | -1 | -6
O=S1(=O)CC2SC(=S)N(Cc3ccccc3)C2C1 (centres undefined) | 0 | 0 | -3 | 3 | -1.2 | x | 3 | -4 | -2 | 4
CCOC1=C2[C@H](c3ccccc3)N(S(=O)(=O)c3ccc(C)cc3)[C@H](C(C)C)[C@H]2n2c(=O)n(-c3ccccc3)c(=O)n2C1 | 1 | -4 | 2 | -4 | -0.2 | x | 11 | 13 | -3 | 8
COc1ccc(CN(C)C(=O)[C@H](Cc2ccccc2)NC(=O)c2ccco2)c(OC)c1 | -1 | -1 | -19 | -1 | 0.4 | -4 | -1 | -4 | -3 | -1
O=S(=O)(Nc1ccc(-c2nc3cccnc3s2)cc1)c1cc(F)ccc1F | 4 | 3 | -1 | 1 | 1.4 | -3 | 45* | 10 | 1 | -2
COc1ccc(-n2cc(CNCCc3cnc[nH]3)c(-c3cccc(F)c3)n2)cc1 | 3 | 1 | -4 | -4 | -2.8 | -16 | -4 | 17 | -5 | -7
Fc1ccc(Sc2nc(-c3ccccc3)nnc2C(F)(F)F)cc1 | 8 | 1 | 5 | -5 | -2.5 | 7 | -3 | -6 | -2 | 4
CCc1nnc(NC(=O)c2cc(C)nc3ccccc23)s1 | -5 | 1 | 5 | 2 | -1.2 | 2 | 4 | -7 | 0 | 3
CCOc1ccc(S(=O)(=O)N2CCCCC2)cc1NC(=O)C1COc2ccccc2O1 (centres undefined) | -5 | 2 | 1 | 2 | -0.5 | -34 | 1 | 0 | 3 | 7

4 entries drawn at random from the list so far:
SMILES | NPR1 activator | SMARCA2 act | ASAP1 GAP inh | ABHD4 inh | PG9 binder | HTRA1 inh | rCAG RNA binder | ARFGAP1 inh | GC-B act | Rev-erbA mod
Cc1nn(C)cc1-c1csc(N)n1 | 1 | 0 | -3 | -6 | 0.3 | 10 | 1 | -5 | -2 | -2
O=C(CCN1C(=O)C2CCCCC2C1=O)Nc1ccc(OC(F)F)cc1 (centres undefined) | 5 | -2 | -5 | -1 | 1.3 | -1 | -3 | -4 | -1 | -10
CCOc1ccc(S(=O)(=O)N2CCCCC2)cc1NC(=O)C1COc2ccccc2O1 (centres undefined) | -5 | 2 | 1 | 2 | -0.5 | -34 | 1 | 0 | 3 | 7
O=S(=O)(Nc1ccc(-c2nc3cccnc3s2)cc1)c1cc(F)ccc1F | 4 | 3 | -1 | 1 | 1.4 | -3 | 45* | 10 | 1 | -2

(more compounds)
SMILES | NPR1 activator | SMARCA2 act | ASAP1 GAP inh | ABHD4 inh | PG9 binder | HTRA1 inh | rCAG RNA binder | ARFGAP1 inh | GC-B act | Rev-erbA mod
N#Cc1c(C(F)(F)F)cc(-c2cccs2)nc1SCC(=O)O | -1 | 0 | -3 | -1 | -1.7 | 0 | 6 | 7 | 4 | 4
O=C1C(=O)c2c(C(=O)c3ccccc3)coc2-c2ccccc21 | 2 | -1 | -6 | 6 | -7.0 | 18 | 10 | -1 | -13 | 6
CCc1cccc2c(C(=S)N3CCOCC3)c[nH]c12 | -2 | 2 | -4 | 8 | -1.9 | 0 | 1 | 3 | -3 | -4
O=C(COc1ccc(S(=O)(=O)N2CCOCC2)cc1Cl)N1CCOCC1 | 2 | -2 | 2 | -8 | 1.7 | 6 | -1 | 13 | -5 | 2
O=S(=O)(/N=C(/Nc1ccc(F)cc1F)c1ccc(Cl)cc1)c1ccccc1 | -5 | -1 | 0 | 6 | 0.8 | 0 | 1 | -2 | -1 | -1
O=[N+]([O-])c1cc2c(c(CSc3nnc4ccccn34)c1)OCOC2 | 1 | -4 | -7 | 7 | 0.9 | 3 | 1 | -2 | 0 | 1
C=CCN1C/C(=C/c2ccccc2)N2C(=O)CC(c3ccccc3)N=C12 (centres undefined) | -5 | x | x | -8 | x | x | x | x | -7 | -3
Cc1ccc(C(=O)Nc2nnc(S(=O)(=O)N3CCN(c4ccc(F)cc4)CC3)s2)cc1 | -1 | -3 | 3 | 7 | -0.1 | 3 | 9 | -9 | -6 | 0
Cc1cc(C)c(C#N)c(SCc2ccc(C#N)cc2)n1 | -5 | -2 | 1 | -5 | -1.9 | -5 | 1 | -5 | 2 | 8
Cc1ccc(S(=O)(=O)NCC[C@@]2(C)C3CCC2(C)C(=O)C3)cc1 (some centres undefined) | 2 | 1 | 13 | -5 | 0.8 | 3 | -4 | -5 | 4 | 0
O=C(NC1CCCC1)C(c1ccccc1)N(Cc1ccc2c(c1)OCO2)C(=O)Cc1cccs1 (centres undefined) | -35 | -3 | 1 | -9 | 0.7 | -17 | -2 | -12 | -16 | -3
CCc1ccccc1NC(=O)C1CCCN1S(=O)(=O)c1ccc(-c2ccc(=O)[nH]n2)s1 (centres undefined) | 0 | -3 | 0 | -6 | 0.5 | -30 | 31 | 14 | 1 | 3
Nc1nc(N)c(N=O)c(Nc2ccc(Cl)c(Cl)c2)n1 | 5 | 2 | 7 | 31* | -5.1 | x | 12 | 5 | -4 | 12
CCCOc1ccc(N2C(=O)CC(NNC(=O)c3ccc(COc4ccccc4)o3)C2=O)cc1 (centres undefined) | 1 | -1 | 7 | -2 | -3.0 | 1 | 12 | 7 | 0 | 0
O=C(Nc1ccccc1C(=O)Nc1nnc(C(F)(F)F)s1)c1ccccc1 | 15 | -4 | 14 | -36 | -0.8 | -34 | 38* | 4 | 8 | 1
c1ccc(C2CC(c3ccccc3)n3ncnc3N2)cc1 (centres undefined) | 3 | 1 | -12 | -2 | 0.5 | -6 | -5 | -8 | -2 | 2
COc1cccc(-n2nnc3c(=O)n(Cc4ccccc4Cl)cnc32)c1 | 3 | -3 | -3 | 8 | -0.1 | -9 | -1 | -3 | -3 | -3
O=C(COC(=O)/C=C/c1cccc([N+](=O)[O-])c1)NCc1ccc2c(c1)OCO2 | 2 | -1 | 10 | -1 | -0.2 | 0 | 1 | -5 | -2 | 1
COC(=O)c1ccc(CSc2nc3ccc(S(N)(=O)=O)cc3[nH]2)cc1 | 1 | 0 | -13 | -9 | 0.7 | 3 | 4 | 2 | 2 | -1
CC(NC(=O)c1ccccc1)C(c1cccs1)N1CCOCC1 (centres undefined) | 2 | -4 | -6 | -13 | -0.9 | -4 | -1 | -9 | 9 | 6
O=C(Cc1noc2ccccc12)Nc1ccc(Cl)cc1 | -3 | -2 | 3 | 3 | -1.6 | -4 | -2 | 9 | 1 | 1
COc1cccc(OCC(O)CN2CCN(c3ccc(F)cc3)CC2)c1 (centres undefined) | 6 | -1 | 8 | -2 | 0.9 | 5 | -5 | 7 | 1 | 2
COc1cccc(NC(=O)Nn2cnnc2)c1 | 1 | 0 | -4 | -10 | -0.5 | 12 | 1 | -2 | -2 | 2
CCOC(=O)c1ccc(NC(=O)NS(=O)(=O)c2ccc(C)cc2)cc1 | 3 | 1 | -6 | 7 | 0.2 | 6 | 0 | 4 | 0 | -4
CC(=O)NC(CC(=O)Nc1ccc(S(=O)(=O)N2CCCCC2)cc1)c1ccccc1 (centres undefined) | 2 | 2 | 0 | -3 | 0.8 | -5 | -4 | 7 | 2 | -1
CC(C)Sc1ccc(C(=O)Nc2ccc(F)cc2F)cn1 | 1 | 1 | 4 | -4 | -1.0 | 5 | -2 | 13 | 4 | 2
COc1ccc(N2CCN(C(=O)c3ccc(F)cc3)CC2)c([N+](=O)[O-])c1 | -6 | -3 | 3 | -1 | -0.7 | 1 | -9 | 10 | -1 | -2
Cc1ccc(S(=O)(=O)N2CCC(C(=O)OCC(=O)N3CCC(C)CC3)CC2)cc1C | 2 | -1 | 2 | 2 | 0.8 | -5 | -7 | 14 | 2 | -6
